Screens as filed in PubChem.
Pf apPOL block: Pf-apPOL DNA polymerase inhibition | Recombinant Pf-apPOL, molecular beacon fluorescence, 1.5 h | inhibition, % at 10 µM | 0.25% of 210,000 active
mHTT CaM bind: mHTT-calmodulin interaction abrogation; AlphaScreen His-mHTT/GST-CaM binding, luminescence; inhibition, % at 15 µM; 3.6% of 190,000 active; AID 1671202;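 further: 0% = both proteins with DMSO and 100% = one protein alone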
An asterisk follows results filed as active; . = not tested or not shown. No stated cut-off is given here; in the data, active means inhibition above about 50%; inactive means the rest.

SMILES	Pf apPOL block	mHTT CaM bind
Cc1ccc(S(=O)(=O)N2CCc3nc(NC(=O)C(C)(C)C)sc3C2)cc1	-4	19
CC(C)Nc1nc(Cl)nc(NC(C)(C)CO)n1	-2	-2
C=CC(=O)N1[C@H](C(=O)OCC)CSCCS1(=O)=O	-4	4
CNC(=O)c1cnn2c3c(cnc12)CCCCCC3	2	0
O=C(CCc1ccccc1)Nc1ccccc1C(=O)Nc1ccccc1	-12	-4
Cc1cc(NC(=O)C(Sc2ccccc2)c2ccccc2)no1 (stereo not drawn)	3	39
CNC(=O)c1csc2c1CCCCC2	-2	-1
CCn1c(=O)c(Nc2ccc(Cl)c(C)c2)nc2ccncc21	-2	-3
CCN(CC)CCCNC(=O)c1cn(CC)c(=O)c2cc(OC)c(OC)cc12	-4	0
O=C1Nc2ccccc2Oc2cc([N+](=O)[O-])cc(Oc3ccccc3Br)c21	2	32
COc1ccc(C2C(C(C)=O)=C(O)C(=O)N2CCC(=O)O)cc1 (stereo not drawn)	-8	2
Cc1cc(C)n(C(=O)C(c2ccccc2)c2ccccc2)n1	1	-62
O=[N+]([O-])c1cc(Cl)ccc1N1CCN(c2ccc([N+](=O)[O-])c3cccnc23)CC1	3	15
CCCOc1ccc(CNC(=O)C2CCCN(c3cn[nH]c(=O)c3)C2)cc1 (stereo not drawn)	-8	-1
Cc1cccc(C2=N/C(=C/c3ccc4c(c3)OCO4)C(=O)O2)c1	-9	-3
O=C(N/C(=C/c1ccc2c(c1)OCO2)C(=O)N1CCOCC1)c1ccccc1Br	-4	2
COc1ccccc1-c1cc(C(=O)N2CCC(c3nnc(-c4ccc(F)cc4)o3)CC2)[nH]n1	1	4
O=C(NCc1ccc(F)cc1)c1ccncc1	-2	-7
Cc1nnc(N2C(=O)C(O)=C(C(=O)c3ccco3)C2c2cccc(Oc3ccccc3)c2)s1 (stereo not drawn)	-10	56*
CCc1cc(C2CCCN2C(=O)c2cc(-c3ccccc3)on2)on1 (stereo not drawn)	-6	0
Cc1cc(C(=O)N2CCN(C)CC2)nn1CC(=O)NCc1ccccn1	-5	-18
Cc1ccc(NC2C=CS(=O)(=O)C2)cc1 (stereo not drawn)	-18	.
O=C(Nc1cccc(Cl)c1Cl)c1cc2c(=O)n3ccccc3nc2s1	3	-3
COCCNC(=O)C1CCN(c2ccc3ccccc3c2)C1=O (stereo not drawn)	-1	1
COc1cccc(CCC(=O)N2CCCN(C3CCN(CC4CC4)C3=O)CC2)c1 (stereo not drawn)	-8	6
COc1ccccc1N1CCN(C(=O)COc2cc(C)c(Br)c(C)c2)CC1	-5	56*
Cc1ccc2snc(C(=O)NC(C)C)c2c1	-1	-10
O=C(NC1CCCN(c2cc(N3CCCC3)ncn2)C1)c1cccnc1 (stereo not drawn)	-2	5
Cc1ccc(-c2coc(-c3ccc(N)cc3)n2)c(C)c1	0	59*
O=C(CNS(=O)(=O)c1ccc(Br)s1)NC1CCCc2ccccc21 (stereo not drawn)	-5	-2
CC(C)(C)n1nc2c(c1NC(=O)c1ccc(S(=O)(=O)N3CCCC3)cc1)CSC2	0	27
CCc1nccn1Cc1nc(-c2ccc(F)cc2)no1	-4	-6
O=C(NCc1ccco1)Nc1ccccc1	0	-2
CCCCNS(=O)(=O)c1ccc(OCC)c2ncccc12	-4	2
Cc1cccc(-c2cc(C(=O)NCc3ccccc3)no2)c1	-2	-13
CC(=O)c1ccc(NC(=O)c2cc3cc(Br)ccc3oc2=O)cc1	1	6
COc1ccc(-c2cc3n(n2)CCCN(C(C)=O)C3)cc1	-6	-5
Cc1ccc(NC(=O)N2CCC(n3cnc4cc(F)ccc4c3=O)CC2)c(C)c1	-6	-6
C[C@H](c1ccccc1)N1C[C@@H](COCc2ccccc2)Oc2cc(N3CC[C@@H](N(C)C)C3)ccc2S1(=O)=O	-4	100*
CC1CCN(C(=O)C2=CN(c3cccc(C#N)c3)c3ccccc3S2(=O)=O)CC1	0	-4
CCOc1cc(-c2ccccc2)nc2ccc(NC(C)=O)cc12	-2	17
CCN(CC)C(=O)CN1C(=O)C(=O)c2ccccc21	4	0
O=C(NC1CCCCCCC1)C1c2cccn2CC(=O)N1Cc1ccccc1 (stereo not drawn)	0	12
CCOc1cc(CNC(=O)c2ccc3c(c2)nc2n3CCCC2)ccc1OC	-1	9
Cc1ccc(C)c(C(=O)N2CCc3c(c(-c4nc(C5CC5)no4)nn3C)C2)c1	-7	3
COc1ccc(OC)c2[nH]c(=O)c(CCNC(=O)CCC3CCCC3)cc12	6	6
CCOC(=O)c1cc(OC)ccc1C#N	-3	.
Cc1noc(C2CN(C(=O)C3CCCC3)CC23CCOCC3)n1 (stereo not drawn)	-4	-10
Cc1ccc(CNC(=O)C2(C)CCCN(C(=O)Nc3cccc(Cl)c3C)C2)cc1 (stereo not drawn)	-6	4
O=C(NCc1cccc(F)c1)N1CCc2c(nc(-c3ccc(F)cc3)[nH]c2=O)C1	-4	-4

Next results follow:
SMILES	Pf apPOL block	mHTT CaM bind
CCC(C)NC(=O)c1nn2c(c1Cl)NC(c1cccs1)CC2C(F)(F)F (stereo not drawn)	3	8
Cc1ccccc1OCCCC(=O)Nc1nnc(C(C)C)s1	2	0
O=C(NC1C2CC3CC(C2)CC1C3)C(Cl)Cl (stereo not drawn)	-4	-4
COc1cc(NC(=O)Nc2ccc(Cl)cc2)c(-n2c(C)ccc2C)cc1OC	1	.
Cc1cccc(C)c1NC(=O)c1cc2ccccc2o1	4	-8
CN(CC(=O)Nc1ccc(F)cc1)S(=O)(=O)c1ccccc1	-2	-6
CC(C)N1CCN(c2cc(-c3ccncc3)[nH]n2)CC1	4	-8
Cc1ccc(N(CC(=O)NC(C)C)S(=O)(=O)c2ccccc2)cc1	2	-2
Cc1nn(-c2ccccc2)nc1C(=O)NCC1CC1	-4	.
N#CC1=C(N)Oc2cc(N)ccc2C1c1ccc(-c2ccccc2)cc1 (stereo not drawn)	-7	2
Cc1nnnn1CC(=O)Nc1ccccc1	-4	-2
Cc1nnc2ccc(-c3noc(Cc4cccc(F)c4)n3)cn12	1	11
COc1ccccc1C1=N/C(=C\c2ccc(F)cc2)C(=O)O1	-3	2
COc1ccc(CC(=O)N2CCc3c(c(CO)nn3CC3CC3)C2)cc1	4	4
Clc1ccc(C2C=C(c3cccnc3)Nc3nc4ccccc4n32)cc1 (stereo not drawn)	-3	46
O=C(CSc1nc2c(sc3ccccc32)c(=O)n1-c1ccccc1)NCc1ccco1	-2	10
CC(C)CNC(=O)C1COC2(CCC(C)CC2)N1C(=O)c1cccc(F)c1 (stereo not drawn)	0	-2
Cc1ccc(CSc2nc3c(c(=O)[nH]2)CCC3)cc1	-8	-6
N#CCSc1nc2c(sc3ccc([N+](=O)[O-])cc32)c(=O)n1Cc1ccco1	-4	-3
OCCC1CCCCN1CCc1ccccc1 (stereo not drawn)	0	2
Cc1ccc(-c2nc(S(=O)(=O)c3ccc(C)cc3)c(SCC(N)=O)o2)cc1	-5	29
Cc1c(C(=O)N2CCCCCC2)oc2ccc(S(=O)(=O)N3CCCCC3)cc12	-8	8
O=C(Nc1c(F)cccc1F)N(CCCN1CCOCC1)Cc1cccnc1	-12	-2
CC(=O)N(C)c1ccc(NC(=O)c2ccc(Cn3cc(Br)cn3)cc2)cc1	-1	8
CC(=O)Nc1ccc(-c2noc(C3CCCN(C(=O)c4cccc(NC(C)=O)c4)C3)n2)cc1 (stereo not drawn)	-2	-8
Cc1cc(C)c(C)c(S(=O)(=O)NCC2CCCO2)c1C (stereo not drawn)	.	-6
Cc1ccc(N2C=C(C#N)S(=O)(=O)c3ccccc32)c(F)c1	1	1
O=C1OC(c2ccc(Cl)c([N+](=O)[O-])c2)=N/C1=C\c1c(F)cccc1Cl	-6	-3
COc1ccc(Br)cc1CN(C)C	-6	0
Cc1ccc(OCC(=O)Nc2ccccc2)cc1C	2	-24
CSc1nn(-c2ccccc2)cc1C(=O)Oc1ccc(Cl)cc1	2	.
CN(C)c1ccc(C(=O)N2CCC3(CC2)NC(=O)N(Cc2ccc(F)cc2)C3=O)cc1	-9	18
Cc1cc(Br)ccc1OCCOCCN1CCOCC1	2	-2
COc1ccc(NC(=O)CC2CCCCC2)c([N+](=O)[O-])c1	5	7
COc1ccc2c(c1OC)C(=O)OC2Nc1cc(C)ccc1C (stereo not drawn)	9	1
O=C(O)CCCC(=O)Nc1ccc(Br)cc1-c1nc2ccccc2[nH]c1=O	-1	-7
COc1cc(Br)c(/C=C2\C(=O)NN(c3ccc(C)cc3)C2=O)cc1OC	2	9
COc1ccc(-c2nc(C)cc(C)c2CNC(=O)c2cccc(OC)c2)cc1	15	-5
Cc1ccccc1C=C1Oc2c(ccc3c2CN(C2CCS(=O)(=O)C2)CO3)C1=O (stereo not drawn)	-3	24
CCC(=O)NCC(=O)N1N=C(c2ccccc2Cl)CC1c1ccccc1F (stereo not drawn)	-2	18

Exported with bars between the fields: entries from further up
canonical_smiles | Pf apPOL block | mHTT CaM bind
Cc1nnc(N2C(=O)C(O)=C(C(=O)c3ccco3)C2c2cccc(Oc3ccccc3)c2)s1 (stereo not drawn) | -10 | 56*
CCc1cc(C2CCCN2C(=O)c2cc(-c3ccccc3)on2)on1 (stereo not drawn) | -6 | 0
Cc1cc(C(=O)N2CCN(C)CC2)nn1CC(=O)NCc1ccccn1 | -5 | -18
Cc1ccc(NC2C=CS(=O)(=O)C2)cc1 (stereo not drawn) | -18 | .
O=C(Nc1cccc(Cl)c1Cl)c1cc2c(=O)n3ccccc3nc2s1 | 3 | -3
COCCNC(=O)C1CCN(c2ccc3ccccc3c2)C1=O (stereo not drawn) | -1 | 1
COc1cccc(CCC(=O)N2CCCN(C3CCN(CC4CC4)C3=O)CC2)c1 (stereo not drawn) | -8 | 6
COc1ccccc1N1CCN(C(=O)COc2cc(C)c(Br)c(C)c2)CC1 | -5 | 56*
Cc1ccc2snc(C(=O)NC(C)C)c2c1 | -1 | -10
O=C(NC1CCCN(c2cc(N3CCCC3)ncn2)C1)c1cccnc1 (stereo not drawn) | -2 | 5
Cc1ccc(-c2coc(-c3ccc(N)cc3)n2)c(C)c1 | 0 | 59*
O=C(CNS(=O)(=O)c1ccc(Br)s1)NC1CCCc2ccccc21 (stereo not drawn) | -5 | -2
CC(C)(C)n1nc2c(c1NC(=O)c1ccc(S(=O)(=O)N3CCCC3)cc1)CSC2 | 0 | 27
CCc1nccn1Cc1nc(-c2ccc(F)cc2)no1 | -4 | -6
O=C(NCc1ccco1)Nc1ccccc1 | 0 | -2
CCCCNS(=O)(=O)c1ccc(OCC)c2ncccc12 | -4 | 2
Cc1cccc(-c2cc(C(=O)NCc3ccccc3)no2)c1 | -2 | -13
CC(=O)c1ccc(NC(=O)c2cc3cc(Br)ccc3oc2=O)cc1 | 1 | 6
COc1ccc(-c2cc3n(n2)CCCN(C(C)=O)C3)cc1 | -6 | -5

Remaining list, next part
SMILES	Pf apPOL block	mHTT CaM bind
Cc1ccc(NC(=O)CC2SC(=N)NC2=O)cc1 (stereo not drawn)	-4	-4
COc1ccccc1CC(=O)N1CC(CN(C)C)C2(CCOCC2)C1 (stereo not drawn)	-2	-10
CC(C)c1cc(C2CCCN2C(=O)Nc2cccc(F)c2)on1 (stereo not drawn)	0	-8
COC(=O)c1ccccc1OC1OC(CO)C(O)C(O)C1O (stereo not drawn)	3	-5
CC(=O)Nc1ccc(S(=O)(=O)N2CCC(c3noc(-c4ccccc4C)n3)CC2)cc1	-4	13
Cc1cc(C(=O)N2CCOCC2)nn1CC(=O)NCc1ccc2c(c1)OCO2	-8	-18
COc1ccc(CNc2n[nH]c(=S)s2)cc1	3	.
C=CCn1c(SCc2ccc(Cl)cc2)nc2sc3c(c2c1=N)CCCC3	-5	.
Cc1ccc(CSc2nc3[nH]ncc3c(=O)n2-c2cccc(Cl)c2)cc1	-12	38
CCOC(=O)C(C#N)=CN=C(NN=Cc1ccc2c(c1)OCO2)SC	-3	.
COc1ccc(C(CC(=O)N2CCCC(C)C2)c2c(O)cc(OC)cc2OC)cc1 (stereo not drawn)	-7	15
COc1ccc(C=C2Oc3cc(O)cc(C)c3C2=O)c(OC)c1	2	-5
O=C(Nc1ncc(S(=O)(=O)c2ccc([N+](=O)[O-])cc2)s1)c1cccc(Cl)c1	7	11
COc1ccc(NC(=O)c2ccc(-c3ccccc3)cc2)c([N+](=O)[O-])c1	-5	2
O=C1C2C3C=CC(O3)C2C(=O)N1c1ccccc1Br (stereo not drawn)	5	-4
CCc1ccc(OCC(O)CN2CCN(c3ccccc3OC)CC2)cc1 (stereo not drawn)	0	-4
CCN(CC)c1ccc(C=Nc2ccc(Cl)c([N+](=O)[O-])c2)c(O)c1	-5	2
O=C1Nc2ccc(Br)cc2C(O)(C(=O)NC2CC2)N1c1ccc(Cl)cc1 (stereo not drawn)	-5	-5
COc1cccc(C(=O)Nc2ccc(I)cc2)c1	-9	-17
COCCn1cc2c3c(cccc31)CN(C(=O)Nc1ccc(Br)cc1F)CC2	-4	13

Continued (two carried over from the part before).
SMILES	Pf apPOL block	mHTT CaM bind
COc1cccc(C(=O)Nc2ccc(I)cc2)c1	-9	-17
COCCn1cc2c3c(cccc31)CN(C(=O)Nc1ccc(Br)cc1F)CC2	-4	13
Cc1ccc(NC(=O)c2cc(NC(=O)CCC(=O)O)ccc2N2CCCCC2)cc1	-3	33
O=C(NCCO)C(=O)NCC1COC2(CCCCC2)O1 (stereo not drawn)	5	0
O=S(=O)(Nc1ccc(Cl)cc1OC(F)(F)F)C(F)(F)F	0	.
CN1CCN(CC(=O)Nc2ccc(OC(F)(F)Cl)cc2)CC1	-5	1
Cc1ccc(NCN2C(=O)C3CC=CCC3C2=O)c(C)c1 (stereo not drawn)	-2	5
CN(C)c1ccc(/C=C/c2nc(N)nc(-c3ccccc3O)n2)cc1	-4	11
Cc1ccccc1NC(=O)c1cc2cc(Br)ccc2oc1=O	-4	4
Fc1ccc(-c2nc(-c3ccc(OC(F)(F)F)cc3)no2)c(Cl)c1	9	.
COc1ccc(N2C(=O)CSC2c2ccccc2C(F)(F)F)cc1Cl (stereo not drawn)	-3	-1
Cc1nc(CCNC(=O)C2CCCN2S(=O)(=O)c2cccs2)cs1 (stereo not drawn)	-3	-4
CSc1ccc(NC(=O)N2CCc3c(nc4cc(-c5ccccc5)[nH]n4c3=O)C2)cc1	-3	9
Cc1nc(-c2nnc(SCc3ccccc3)n2-c2cccc(F)c2)cs1	-1	.
COc1ccccc1CNS(=O)(=O)c1ccc2[nH]c3c(c2c1)CCCC3	-1	64*

Hits appear at their usual frequency (roughly 3.6% active in at least one column).
